HCMV inh = blocks human cytomegalovirus replication. activity change, negative = inhibition, % at 57.5 µM. 410,000 tested, 4.5% active. HFF cells, HCMV-luciferase reporter, 72 h; hits give low values; in the data active = activity change below about -60%; inconclusive = no clear call, values can overlap the other calls; inactive = above about -39%
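Luciferase read-out from HCMV-luciferase-infected HFFs (MOI 1 PFU/cell) 72 h post infection at 37C; compounds added after 16 h cell attachment; activity normalized between buffer-only basal and Salinomycin (10uM) inhibitor controls.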
AmpC detergent = AmpC beta-lactamase inhibition with detergent present; AmpC hydrolysis of nitrocefin, absorbance 480 nm, 0.01% Triton; P00811; AID 485294; Potency, µM (series often up to 114 µM), for the others: at the highest dose activity change, negative = inhibition, hits mostly inhibitors; 370,000 tested, 0.041% active; active = well fitted inhibition curve with a large enough effect; inconclusive = small, poorly fitted or top-dose-only effect;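 note: potency is the fitted concentration of half-maximal effect; 0% = no-compound wells and -100% = no-enzyme wells; nearly all actives have a fitted effect of over 25% in size; some results filed as inactive show a strong effect at the top dose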
Target sequence (P00811 whole entry, looked up): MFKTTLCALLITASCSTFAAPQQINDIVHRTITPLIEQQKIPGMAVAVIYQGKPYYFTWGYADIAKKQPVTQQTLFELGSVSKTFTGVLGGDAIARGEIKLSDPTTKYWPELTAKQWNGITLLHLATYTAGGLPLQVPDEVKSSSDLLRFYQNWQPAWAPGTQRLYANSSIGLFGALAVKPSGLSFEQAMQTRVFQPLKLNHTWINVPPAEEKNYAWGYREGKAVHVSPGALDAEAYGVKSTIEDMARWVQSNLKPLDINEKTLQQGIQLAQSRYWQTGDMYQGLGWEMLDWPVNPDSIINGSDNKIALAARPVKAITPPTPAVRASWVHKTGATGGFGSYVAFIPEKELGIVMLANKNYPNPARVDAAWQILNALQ
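AmpC (5.3 nM in the dispensed reagent) in 20 mM phosphate pH 7.0 with 0.01% (detergent screen) or 0.0001% Triton X-100 was preincubated with compounds for 15 min at room temperature. Nitrocefin was then added from an 800 uM solution, and hydrolysis was followed at 480 nm.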
Active calls of the source: *; ? = inconclusive. Unless noted, % is set by controls: 0 for no effect and ±100 for the full control effect. An excerpt; count on the stated rates, not on these rows.

Results follow in this order: HCMV inh	AmpC detergent
> Cc1ccc(-c2noc(-c3ccccc3NC(=O)C3CC(=O)N(c4ccccc4C)C3)n2)cc1 (stereo not given)
 : 45	18%
> COc1ccc(N2CCN(C(=O)c3cc(-c4ccc(C)c(F)c4)on3)CC2)cc1
 : 7	-3%
> COc1ccc(-n2cc(C(=O)OCc3ccc(Cl)cc3)c3ccccc3c2=O)cc1
 : 15	-1%
> CCc1ccc(NC(=O)CSc2nc3c(sc4ccccc43)c(=O)n2CCN(CC)CC)cc1
 : -60*	6%
> CCCSc1ncc(Cl)c(C(=O)Nc2ccc(CC)cc2)n1
 : -33	1%
> Nc1c(-c2nc(-c3ccccc3Cl)no2)nnn1-c1ccccc1C(F)(F)F
 : 20	15%
> COc1cc(OC)c(NC(=O)c2cc(CN3CCOCC3)on2)cc1Cl
 : -3	-7%
> O=C1CS(=O)(=O)C2(C(=O)N(Cc3ccccc3)c3ccccc32)N1c1ccccc1 (stereo not given)
 : 4	23%
> Cc1ccc(Nc2ncnc3c2cnn3-c2ccccc2)c(C)c1
 : 7	-1%
> CCOc1cc(C(=O)NCCc2csc3nc(-c4ccc(C)cc4)nn23)cc(OCC)c1OCC
 : -29	11%
> Cc1ccccc1N1CC(C(=O)Nc2ccc(Br)cc2)CC1=O (stereo not given)
 : 10	5%
> Cc1ccc(Cl)cc1N1CCN(S(=O)(=O)c2cc3[nH]c(=O)c(=O)[nH]c3cc2C)CC1
 : 14	3%
> CC(CCc1ccccc1)NC(=O)Cn1c(=O)nc(-c2ccccc2)c2ccccc21 (stereo not given)
 : 54	0%
> COc1ccc(CCn2cc3c(c2-c2ccc(Br)cc2)c(=O)n(C)c(=O)n3C)cc1OC
 : 15	-7%
> COc1ccc(N2CCN(Cc3nc4c(c(=O)[nH]c(=O)n4C)n3CC(C)C)CC2)cc1
 : 19	2%
> CC(C)Cn1c(=O)c2sccc2n2c(CCCC(=O)NCCc3ccccc3)nnc12
 : -23	18%
> N#Cc1ccccc1OCC(=O)N1CCN(c2ccccc2F)CC1
 : 13	16%
> CCC(C)NC(=O)c1cc(Sc2cccc(Cl)c2)nc2ccccc12 (stereo not given)
 : ?	3%
> CCOC(=O)c1c(-c2ccc(OC)cc2)oc2ccc(OCc3ccccc3C)cc12
 : -13	10%
> CCCSCCCNC(=O)C1CCCN(c2nn3cc(-c4ccc(OC)cc4)nc3s2)C1 (stereo not given)
 : 0	-3%
> Cc1c(CC(=O)NCCc2ccccc2F)c(=O)oc2cc(O)c(Cl)cc12
 : -16	18%
> CCS(=O)(=O)N1CCc2cc(C(=O)NCc3ccc(C)cc3)ccc21
 : -3	-6%
> CCOc1ccc(C(CC(=O)Nc2cc(C)c(Cl)cc2OC)N2Cc3ccccc3C2=O)cc1OC (stereo not given)
 : 6	1%
> COc1ccc(C(=O)NCC(c2ccc3c(c2)OCO3)N2CCN(c3ccc(F)cc3)CC2)cc1 (stereo not given)
 : -2	8%
> CCc1ccccc1NC(=O)Cn1c(-c2nonc2N)nc2ccccc21
 : 60	16%
> Cc1cc(N2CCCCC2)nc2ccc(NC(=O)CCC(=O)N3CCN(c4ccccc4)CC3)cc12
 : 30	20%
> CCOc1ccc(CCNC(=O)CN2C(=O)COc3ccc(S(=O)(=O)N(CC)CC)cc32)cc1
 : -4	7%
> COCCCNC(=O)c1sc2nc3n(c(=O)c2c1C)CCC3
 : 27	25%
> CCCn1cc(S(=O)(=O)c2ccc(C)cc2)c(=O)c2cc(F)c(N3CCCC3)cc21
 : 10	8%
> CN(C)c1ccc(C(CNS(=O)(=O)c2ccccc2)N2CCc3ccccc32)cc1 (stereo not given)
 : 47	20%
> COc1ccc(C2C(=O)N(C3CCC(C)CC3)CC(=O)N2Cc2ccc(C)cc2)cc1OC (stereo not given)
 : -65*	-6%
> CC(C)Cn1cc(C(=O)N2CCN(c3cccc(Cl)c3)CC2)c2c3ccccc3n(C)c2c1=O
 : ?	20%
> CSc1ccc(CNC(=O)Cn2nc(N3CCN(c4ccccc4)CC3)ccc2=O)cc1
 : -26	?
> COc1cccc(CNC(=O)CCCn2nc(C)c3sc4ccccc4c3c2=O)c1
 : -1	17%
> CCCC(=O)NCC(c1ccc2c(c1)OCO2)N1CCN(c2ccccc2)CC1 (stereo not given)
 : 9	5%
> CCCCn1c(SCC(=O)Nc2ccc(F)cc2)nc2c(sc3ccccc32)c1=O
 : 3	13%
> CCOc1cccc2sc(NC(=O)c3ccc(S(=O)(=O)N4CCCCC4)cc3)nc12
 : -8	-5%
> O=C(COCc1cc(-c2ccc3c(c2)OCO3)on1)NCc1ccc(F)cc1
 : 15	13%
> COc1ccc(NC(=O)Cn2c(=O)ccc3cc(S(=O)(=O)N4CCCC4)ccc32)cc1Cl
 : 27	3%
> Oc1c(C(c2ccccc2F)N2CCCC2)sc2nc(-c3ccco3)nn12 (stereo not given)
 : 21	-3%
> COc1ccc(C(=O)Oc2c(Sc3ccc(C)cc3)c(C)nn2C(C)(C)C)c(OC)c1
 : -5	3%
> O=C(COc1ccccc1)OCc1cc(=O)n2nc(C3CC3)sc2n1
 : 4	14%
> CCc1ccccc1NC(=O)C1CCCN(c2ncnc3onc(C)c23)C1 (stereo not given)
 : -7	18%
> CC(=O)Nc1cccc(NC(=O)Cc2csc(COc3cccc(C)c3)n2)c1
 : 1	10%
> COC(=O)c1sc(N2C(=O)c3oc4cc(C)c(C)cc4c(=O)c3C2c2ccccc2F)nc1C (stereo not given)
 : -1	1%
> O=c1ccc2cc(S(=O)(=O)NCc3ccc(Cl)cc3)ccc2[nH]1
 : 8	20%
> CCN1CCN(C(c2ccc(C)cc2)c2c(O)cc(C)n(Cc3ccco3)c2=O)CC1 (stereo not given)
 : 25	24%
> O=C(Nc1ccc(Cl)cc1)C(NS(=O)(=O)c1cccs1)c1ccccc1 (stereo not given)
 : -4	0%
> COc1ccc(CCNC(=O)CSc2nc3ccccc3nc2Cc2ccc(C)cc2)cc1OC
 : -12	-5%
> CCOc1ccccc1CNC(=O)c1ccc(Cn2c(=O)c3cccn3c3cccnc32)cc1
 : 4	4%
> CC(C)NC(=O)CSc1nc2ccccc2c(=O)n1Cc1ccc(C(=O)NC(C)C)cc1
 : 3	20%
> COc1ccccc1Cn1cc(C(=O)c2ccc(C)cc2)c(=O)c2cc3c(cc21)OCCO3
 : -11	-14%
> CCOc1ccc(Nc2c(S(=O)(=O)c3ccccc3)cnc3ccc(CC)cc23)cc1
 : -37	22%
> COc1ccc(C2CC(=O)Nc3c2c(C)nn3-c2nncc(-c3ccccc3)n2)c(OC)c1OC (stereo not given)
 : -9	-1%
> Cc1ccc2nc(NC(=O)c3nc(SCc4ccccc4F)ncc3Cl)sc2c1
 : 17	2%
> CCN1C(C(=O)c2ccccc2)=C(OC(=O)C(C)C)c2ccccc2S1(=O)=O
 : -33	16%
> CN(C)CCNC(=O)c1ccc2c(c1)N(Cc1ccccc1)C(=O)c1ccccc1S2(=O)=O
 : -24	1%
> O=C(Nc1nc2n(n1)C(c1ccc(F)cc1)C=C(c1ccc(Cl)cc1)N2)c1ccc([N+](=O)[O-])cc1 (stereo not given)
 : ?	-4%
> O=C(NCc1ccc2c(c1)CCN2C(=O)c1ccc(Cl)cc1)c1ccco1
 : 15	3%
> CCOc1cccc2sc(NC(=O)c3ccc(S(=O)(=O)N4CCc5ccccc54)cc3)nc12
 : 30	0%

A second format for 4 compounds above.
O=C(NCc1ccc2c(c1)CCN2C(=O)c1ccc(Cl)cc1)c1ccco1
  HCMV inh: 15; AmpC detergent: 3%

CCN1C(C(=O)c2ccccc2)=C(OC(=O)C(C)C)c2ccccc2S1(=O)=O
  HCMV inh: -33; AmpC detergent: 16%

CC(C)NC(=O)CSc1nc2ccccc2c(=O)n1Cc1ccc(C(=O)NC(C)C)cc1
  HCMV inh: 3; AmpC detergent: 20%

O=C(COc1ccccc1)OCc1cc(=O)n2nc(C3CC3)sc2n1
  HCMV inh: 4; AmpC detergent: 14%

One compound at a time, from the list above.
Profile of `O=C(Nc1ccc(Cl)cc1)C(NS(=O)(=O)c1cccs1)c1ccccc1` (stereo not given) = HCMV inh = -4; AmpC detergent = 0%
Profile of `Cc1ccc2nc(NC(=O)c3nc(SCc4ccccc4F)ncc3Cl)sc2c1` = HCMV inh = 17; AmpC detergent = 2%

(further entries)
Results follow in this order: HCMV inh	AmpC detergent
> CCOC(=O)c1ccc(NC(=O)C2CCN(S(=O)(=O)c3ccc(C)cc3)CC2)cc1
 : -1	3%
> O=C(CCc1ccccc1)NC1CC(=O)N(c2cccc(F)c2)C1 (stereo not given)
 : 40	1%
> COc1cc(OC)c(NC(=O)Cn2c(SCc3ccccc3F)nc3cccnc32)cc1Cl
 : -14	23%
> CCCCOC(=O)c1ccc(NC(=O)Cc2coc3ccc(C(C)C)cc23)cc1
 : -11	24%
> CCOC(=O)c1ccc(NC(=O)Nc2cc3c(cc2N2CCCCC2)n(CC)c(=O)n3CC)cc1
 : -40	10%
> O=C(NCc1ccc(F)cc1)C(=O)NCC(c1ccc2c(c1)OCO2)N1CCOCC1 (stereo not given)
 : 72	6%
> CCOC(=O)c1cc(-c2ccc(OC)cc2)n(CCC(=O)NCCc2ccccc2)c1C
 : 9	12%
> Cc1nc(-n2nc(C)c(Cc3ccccc3Cl)c2C)sc1C(=O)Nc1ccccc1F
 : -17	23%
> CCOc1ccccc1NC(=O)Cn1c(=O)n(CCCC(=O)NCCc2ccc(C)cc2)c(=O)c2ccccc21
 : 8	18%
> CCOC(=O)c1c(C)n(S(=O)(=O)c2ccc(C)cc2C)c2ccc(NS(=O)(=O)c3ccc(C)cc3C)cc12
 : 37	-8%
> COc1ccc(-n2cc(C(=O)Nc3cc(F)ccc3F)c3ccccc3c2=O)cc1
 : ?	3%
> COC(=O)c1cccc(NC(=O)C2CCN(S(=O)(=O)Cc3ccccc3)CC2)c1C
 : 18	29%
> COc1ccc(CN2CCN(c3ncnc4sc5c(c34)CC(C)CC5)CC2)cc1F (stereo not given)
 : 14	5%
> COc1ccc(C(=O)NCCn2cc(SC(C)c3ccccc3)c3ccccc32)cc1OC (stereo not given)
 : -39	0%
> COc1ccc(NC(=O)CN2C(=O)C(c3ccc(C(C)(C)C)cc3)=NC2(C)C)cc1Cl
 : -8	19%
> COc1ccccc1OCCn1cc(C(=O)c2cccs2)c2ccccc21
 : -20	-7%
> COc1cccc(COC(=O)c2ccc(-c3nnn(Cc4cccc(OC)c4)n3)cc2)c1
 : 5	-1%
> COCCCNc1ncnc2c1nnn2C
 : -5	-1%
> O=C(NCc1ccccc1Cl)c1ccc(Cn2c(=O)c3cccn3c3cccnc32)cc1
 : -18	-13%
> CN(Cc1ccccc1)C(=O)CSc1nnc(-c2cccc(Cl)c2)o1
 : -8	11%
> O=S(=O)(NCC(c1ccco1)S(=O)(=O)c1cccs1)c1ccc(Cl)cc1 (stereo not given)
 : ?	3%
> COc1cccc(NC(=O)CSC2=Nc3ccccc3N=C(c3ccc(F)cc3)C2)c1
 : ?	24%
> CCOc1ccc(NC(=O)Cc2csc(COc3cccc(C)c3)n2)cc1
 : 18	1%
> Cc1ccc(S(=O)(=O)c2nc(-c3cccs3)oc2SC(C)C)cc1
 : -7	7%
> COc1ccc(NC(=O)CSC2=Nc3ccccc3C3=NC(CCC(=O)NCCc4ccccc4)C(=O)N23)cc1 (stereo not given)
 : -10	-3%
> CCc1ccc(S(=O)(=O)c2cn(C)c3cc(N4CCOCC4)c(F)cc3c2=O)cc1
 : -2	-2%
> CCCCCOc1ccc(Cn2c(=O)oc3ccccc32)cc1
 : -12	10%
> CN1C(=O)Cc2cc(S(=O)(=O)CCC(=O)N3CCN(c4ccccc4F)CC3)ccc21
 : -11	1%
> COc1ccccc1Nc1nn2c(=O)c3ccc(C(=O)NCCCOC(C)C)cc3nc2s1
 : ?	20%
> CCCc1cc(=O)[nH]c(Nc2cc(C)ccc2OC)n1
 : 16	0%
> COc1ccc(OC)c(NC(=O)CN(c2ccccc2OC)S(=O)(=O)c2ccc(C)cc2)c1
 : -100*	10%
> O=C(Nc1ccc(Br)cc1)C(Cc1ccccc1)NS(=O)(=O)c1cccc2nsnc12 (stereo not given)
 : 0	0%
> COc1cc(OC)cc(C(=O)Nc2cccc(-c3cn4ccsc4n3)c2)c1
 : ?	-9%
> Cc1ccc(C)c(CN2C(=O)c3ccccc3S(=O)(=O)c3ccc(C(=O)N4CCCC4)cc32)c1
 : -30	-15%
> O=C(NCc1ccccc1Cl)c1ccc2c(c1)N(Cc1ccccc1)CCS2
 : -7	8%
> Cc1cc(Cl)ccc1NS(=O)(=O)c1c(C(=O)N2CCCCCC2)c(C)n(C)c1C
 : -5	0%
> COC(=O)c1ccc(NC(=O)c2nc(-c3ccc(Cl)cc3)n3c2CCCCC3)cc1
 : ?	17%
> O=C(NCc1cccc(F)c1)C1=Cc2cc(Br)ccc2OC1
 : -19	-1%
> Cc1cc(C)cc(NC(=O)CSCc2cc(=O)c3ccc(C)c(C)c3[nH]2)c1
 : 14	14%
> O=C(CCCn1c(=O)[nH]c2ccccc2c1=O)NCc1ccccc1Cl
 : 11	-5%
> COc1cccc(-c2cc(C(=O)NCc3ccccc3)no2)c1
 : 40	13%
> Cc1ccc(NC(=O)CCn2cccn2)cc1Cl
 : 2	2%
> CC1CCN(S(=O)(=O)c2ccc3c(ccc(=O)n3CC(=O)NCc3ccccc3)c2)CC1
 : 10	3%
> Cc1ccccc1Cn1c(=O)n(CCc2ccccc2)c(=O)c2c(C)c(C)sc21
 : 3	22%

Screens as filed in PubChem BioAssay.
